HTT ATP protect: Huntington cell model cytoprotection by ATP luminescence; PC12 HTT-Q103 induced, cytoprotection, ATP luminescence, 40 h; Potency, µM (titrated, usually from 56.4 µM), for inactives: cytoprotection (ATP increase), hits mostly activators; 230,000 tested, 0.14% active;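 further: potency means the concentration at half of the fitted maximal effect; % of control where 0% means no effect; nearly all actives have a fitted effect of over 45% in size; toxic huntingtin expression switched on by the ecdysone agonist tebufenozide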
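Readout: ATPlite luminescence (ATP level). Model: stable PC12, inducible Htt exon1 Q103-GFP. Inducer: tebufenozide, 100 nM final. Compounds: dose series. No G418 in medium.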
aGlu spleen mod: inhibits or activates alpha-glucosidase in human spleen homogenate; P10253; human spleen homogenate, 4-MU-alpha-glucoside fluorescence; Potency, µM (highest dose often 79.9 µM), for inactives: at the top dose activity change, negative = inhibition, most hits filed as inhibitors; 240,000 tested, 0.006% active; AID 2112;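 further: potency means the concentration at half of the fitted maximal effect; 0% = enzyme with vehicle and -100% = no enzyme basal signal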
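Enzyme source: human spleen homogenate, 1 ug/well. Buffer 50 mM citric acid/K phosphate pH 5.0, 0.01% Tween-20. 4-MU-alpha-glucoside 1 mM; 37 C x 40 min; NaOH/glycine stop; fluorescence.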
Lamin A splicing: modulators of lamin A splicing; HeLa LMNA splicing GFP/RFP minigene ratio, 48 h; Potency, µM (titrated, usually from 46.1 µM), for inactives: at the highest dose ratio change, negative = inhibition, actives largely listed as inhibitors; 200,000 tested, 0.01% active; active means well fitted inhibition curve with a large enough effect in the signal ratio, with a control signal flat, not every such curve was filed as active; inconclusive means small, poorly fitted or top-dose-only effect, or effect the other way, or a change in a side signal; the % refers to the signal ratio; further: potency means the concentration at half of the fitted maximal effect; on the % scale 0 is the no-effect control and ±100 the full control effect
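Read-out is the ratio of GFP to DsRed2 object intensity, acquired by 488 nm laser-scanning cytometry on HeLa lamin A-EGFP minigene reporter cells. Compound incubation 48 hrs at 37 °C in Opti-MEM with 2% FBS; DMSO 0.5% final.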
HTT aggregate: mutant huntingtin aggregation inhibition; 220,000 tested, 1.1% active; PC12 HttQ103-GFP aggregates, Acumen cytometry, 40 h; Potency, µM (doses to about 46.1 µM), without a hit: top-dose activity change, negative = inhibition, hits mostly inhibitors; AID 1688; further: potency means the concentration at half of the fitted maximal effect; on the % scale 0 is the no-effect control and ±100 the full control effect; nearly all actives have a fitted effect of over 60% in size
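Aggregate formation scored by laser-scanning cytometer (488 excitation, 500–530 emission) in lysed PC12 cells expressing Q103-GFP after 100 nM tebufenozide induction; library tested in dose series, with ATPLite reagent added in the multiplex.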
CBFb RUNX1 block: CBF-beta/RUNX1 interaction disruption; Q01196+Q13951; AlphaScreen CBFb-His/RUNX1-biotin binding, biochemical; Potency, µM (highest dose often 59.8 µM), for the others: at the highest dose activity, negative = inhibition, most hits filed as inhibitors; 230,000 tested, under 10 active; further: % of control where 0% means no effect
Target sequence (Q01196 whole entry, looked up): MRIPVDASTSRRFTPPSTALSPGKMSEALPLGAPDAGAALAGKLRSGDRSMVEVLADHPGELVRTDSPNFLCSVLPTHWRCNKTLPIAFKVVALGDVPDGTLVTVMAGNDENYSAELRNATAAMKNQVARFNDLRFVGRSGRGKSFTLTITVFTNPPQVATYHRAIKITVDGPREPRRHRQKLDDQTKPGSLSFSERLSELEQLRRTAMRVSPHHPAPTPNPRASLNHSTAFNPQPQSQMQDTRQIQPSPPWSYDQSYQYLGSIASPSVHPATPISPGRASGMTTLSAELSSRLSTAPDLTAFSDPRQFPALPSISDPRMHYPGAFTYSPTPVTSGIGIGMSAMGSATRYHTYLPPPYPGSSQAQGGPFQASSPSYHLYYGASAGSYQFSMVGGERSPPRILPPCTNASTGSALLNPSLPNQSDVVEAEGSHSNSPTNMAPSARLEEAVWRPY
Target sequence (Q13951 whole entry, looked up): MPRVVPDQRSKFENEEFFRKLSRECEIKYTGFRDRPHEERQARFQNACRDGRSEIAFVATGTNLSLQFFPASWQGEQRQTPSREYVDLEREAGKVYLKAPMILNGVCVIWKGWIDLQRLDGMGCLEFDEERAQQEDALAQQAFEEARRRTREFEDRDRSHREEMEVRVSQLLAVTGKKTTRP
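Interaction loss through any mechanism counts as activity. Pre-formed complex of His-CBF-beta and biotin-RUNX1 (30 nM apiece) is incubated with compound 15 min, then with 50 ng nickel and 50 ng streptavidin beads for 90 min before AlphaScreen detection.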
GAA glycogen mod: inhibitors or activators of human alpha-glucosidase glycogen cleavage. Potency, µM (doses to about 76.4 µM), for the others: at the top dose activity change, negative = inhibition, hits mostly inhibitors. P10253. 300,000 tested, 0.38% active. AID 2100. recombinant GAA, glycogen substrate, Amplex Red glucose oxidase fluorescence;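 further: potency means the concentration at half of the fitted maximal effect; 0% = full enzyme reaction and -100% = no-enzyme basal signal; the screen sought inhibitors and activators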
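Recombinant human enzyme (4 nM); glycogen substrate; 37 C, 40 min, pH 5.0. Readout: coupled glucose oxidase/Amplex Red fluorescence.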
GAA inh: blocks human lysosomal alpha-glucosidase; P10253; purified human GAA, 4-MU-alpha-glucoside fluorescence; Potency, µM (titrated, usually from 76.9 µM), without a hit: at the top dose activity change, negative = inhibition, usual class: inhibitors; 200,000 tested, 0.005% active; AID 1466;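 further: potency means the concentration at half of the fitted maximal effect; plate controls were uninhibited enzyme wells for no effect and no-enzyme background for full effect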
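Read-out is 4-methylumbelliferone fluorescence (Ex 365/Em 440 nm) after NaOH/glycine stop at pH 10. Enzyme 4 nM, substrate 400 uM, pH 5.0 citrate buffer, 20 min room temperature; AC50 from Hill-equation concentration-response.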
* hit, by the source's call; ? = inconclusive; . = no result given; & = joins results of further samples; [ ] = remark or other dose. Unless noted, the call rests on the fitted dose curve; in most records, active means well fitted curve in the direction sought with a large enough effect; inconclusive means small, poorly fitted or top-dose-only effect, or another doubt; inactive means no such curve, though single readings can be large; an effect the other way counts as inactive or inconclusive.

SMILES | HTT ATP protect | aGlu spleen mod | Lamin A splicing | HTT aggregate | CBFb RUNX1 block | GAA glycogen mod | GAA inh
O=C(O)c1ccc(Cl)c(S(=O)(=O)NC(Cc2ccccc2)C(=O)O)c1 (centres undefined) | 22%[10 µM] | 3% | -5%[46 µM] | ? | 9% | 2% | 0%
CCCCN(C(=O)/C=C/c1ccco1)c1c(N)n(CCC)c(=O)[nH]c1=O | . | -7% | 22%[46 µM] | ? | -13% | 2% | 9%
c1coc(CNc2ncnc3sc4c(c23)CCCCC4)c1 | -24% | 4% | -3% | -14% | 4% | -6% | -8%
Cc1ccc(N2C(=O)C3CCC(c4ccccc4)CC3C2=O)cc1 (centres undefined) | . | 3% | ? | -2% | 11% | 9% | 0%
CCCNc1ncnc2onc(C)c12 | -6% | 3% | 3%&-1%[46 µM] | 2%[9.22 µM] | 6% | -2% | -1%
Cc1cc(C(F)F)n2nc(C(=O)Nc3ccccc3Br)nc2n1 | 2%[10 µM] | 2% | -11% | -2% | 6% | -4% | -2%
Cc1ccc(Cl)cc1N1CCN(C(=O)Cc2cn(C)c3ccccc23)CC1 | -30% | -1% | ? | 11%[9.22 µM] | -20% | -15% | ?
CCOC(=O)CCS(=O)(=O)c1ccc(-c2ccc(S(=O)(=O)CCC(=O)OCC)cc2)cc1 | -9% | -1% | 8% | -14% | -3% | 7% | -2%
COc1ccccc1/C=N/NC(=O)CC(=O)NCc1ccccc1 | -13% | 4% | . | -1% | 2% | 7% | -2%
CCN(C(C)=O)c1cccc2ccccc12 | 16% | 3% | 0% | 4% | 1% | -6% | 0%
COc1cc(Cl)ccc1S(=O)(=O)n1nc(C)cc1C | 0%[10 µM] | -5% | 13% | 2% | 23% | 1% | -8%
COc1ccc(C(=O)Nc2nc3ccc(S(C)(=O)=O)cc3s2)cc1OC | -34%[inhibitor] | 6% | -2%[46 µM] | 17% | 0% | -14% | -10%
N#Cc1c(NC(=O)CSc2ncn[nH]2)sc2c1CCCCC2 | -34% | -6% | ? | -31% | -2% | 1% | ?
O=C(c1ccccc1)c1cnc2ccc(Cl)cc2c1N1CCOCC1 | -38%[inhibitor] | -2% | . | -9% | 5% | 7% | 1%
CCS(=O)(=O)c1c(S(=O)(=O)CC)c2ccccn2c1C(N)=O | -23% | -7% | . | 2% | 10% | 2% | 11%
CC(C)CCNC(=O)Cn1c2c(c(-c3ccccc3Cl)cc1=O)CCC2 | -26% | 1% | -9% | -23% | 0% | -4% | ?
CCCCCCOc1ccc(N2C(=O)CC(N3CCN(CCN=CC4=C(O)CC(C)(C)CC4=O)CC3)C2=O)cc1 (centres undefined) | 2%[10 µM] | 0% | ? | 10%[9.22 µM] | 5% | 16% | 9%
Cc1cccc(/C=C2/S/C(=N/N=C3\CC4CCC3(C)C4(C)C)NC2=O)c1 (centres undefined) | -25% | -6% | ? | -18% | -4% | -8% | -8%
C=C1CCN([C@H](C(=O)NCc2cc(OC)c(OC)c(OC)c2)C(C)C)S(=O)(=O)c2ccccc21 | 1%[10 µM] | 1% | . | 11%[9.22 µM] | 10% | 1% | .
COc1ccccc1OCC(=O)Nc1ccc(N2CCCCC2)cc1 | -6%[10 µM] | -2% | -29%[46 µM] | -10% | -13% | -6% | -8%
CC1(C)CC(=O)C(C=NCCc2ccc(O)cc2)=C(O)C1 | -26% | -2% | 7% | 14% | 1% | -3% | -3%
CCOC(=O)NC(NC(=S)Nc1ccc(OCC)cc1)C(Cl)(Cl)Cl (centres undefined) | . | -9% | ? | 13% | -5% | 2% | 2%
CC(C)C[C@H](NC(=O)c1nc[nH]c1C(=O)NCC(=O)OC(C)(C)C)C(=O)OC(C)(C)C | 2%[10 µM] | -3% | . | -32%[9.22 µM] | 22% | ? | .
Cc1cccc(N2CCN(c3nc4nonc4nc3N3CCSCC3)CC2)n1 | -1%[10 µM] | 5% | -2%[46 µM] | -14%[9.22 µM] | 23% | 10µM* | 11%
CCC(=O)Nc1nonc1-c1nc2ccccc2n1Cc1cccc2ccccc12 | -73%[inhibitor][10 µM] | -12% | ? | ? | 29% | 4% | 3%
CC(C)=CCC/C(C)=C/CO/N=C1/[C@H]2O[C@@H]2[C@@H](O)[C@H]2[C@H]1CCn1c(=O)n(Cc3cc4c(cc3Cl)OCO4)c(=O)n12 | 1%[10 µM] | -4%[17.4 µM] | . | . | 7%[13.1 µM] | . | .
COc1ccc(Nc2nc(-c3cccs3)cs2)cc1 | -9% | -12% | 8% | 12% | -6% | -18% | -9%
Cc1nc2c3ccccc3nc(NNC(=O)CCC(=O)NC3CCCC3)n2n1 | -10% | 6% | 18%[9.22 µM] | -13% | -7% | -27% | 0%
O=c1c2ccccc2nnn1CSc1nnc2ccccn12 | -17% | -5% | 0% | 0% | 3% | -12% | -2%
CCOC(=O)CCCCC(=O)c1[nH]c(=O)[nH]c1C[n+]1ccccc1 | 10% | 0% | -2%[46 µM] | 6% | -8% | 3% | -4%
Cc1nn(CC(O)COc2ccc3c(c2)CCC3)c(C)c1Br (centres undefined) | -12% | -6% | 0% | ? | 1% | 0% | 3%
CC(=O)Nc1nc(CCC(C)C)cc2c1c(=O)oc1ccccc12 | -23% | 6% | ? | 1% | 18% | -2% | -7%[15.4 µM]
CCOC(=O)N1CCC(=NNC(=O)COc2ccc(OC)cc2)CC1 | 9%[10 µM] | -3% | -14% | 1% | -7% | -1% | -1%
CCOC(=O)N1c2ccccc2Sc2ccccc21 | -14%[10 µM] | -4% | -24%[46 µM] | -25%[9.22 µM] | 14% | 1% | 15%
CCOc1cc(CNC2CCCC2)ccc1OCc1ccccc1Cl | -8% | 3% | 18%[46 µM] | -7% | 0% | -11% | -6%
S=C(NCCc1ccccc1)Nc1ccc(Br)cn1 | ? | 5% | ? | -1% | -4% | -10% | 1%
COC(=O)C(CCSC)NC(=O)C12CC3CC(CC(C3)C1)C2 (centres undefined) | 3% | -12% | 7% | -15%[9.22 µM] | 1% | 7% | -5%
Cc1ccc(NC(=O)NC2=N/C(=C(/C#N)C(=O)N3CCCC3)c3ccccc32)cc1 | -11%[10 µM] | -6% | 10% | 0% | -24% | 6% | -4%
CN1C(=O)C(O)(C2COC(C)(C)CC2=O)c2ccccc21 (centres undefined) | -4%[10 µM] | 0% | 3% | ? | -7% | 7% | -3%
Cc1ccc(Oc2c(C=O)c3ccccc3n2C)cc1 | -18% | 4% | 8%[0.0737 µM] | ? | 14% | 5% | 2%
CCCCC1OC23CCCCC2C(C#N)(C(=N)O3)C1(C#N)C#N (centres undefined) | 5% | 13% | -1% | 18% | -4% | -13% | ?
N#C/C(=C\c1ccc(Cl)cc1)c1nc2ccccc2o1 | -4%[10 µM] | 1% | -12% | ? | -5% | -3% | 3%
CCC(=O)Nc1ccc2c(c1)ncn2-c1ccc(OC)cc1 | -17%[10 µM] | -3% | 2% | -2% | -4% | -5% | -1%
COC(=O)[C@@H]1CC[C@H](C)[C@@H](c2ccc(C)cc2)N1C(=O)c1ccc(/C=N\O[C@@H](C)c2cc(-c3c(C)cc(C)cc3C)no2)cc1 | -16%[10 µM] | 2%[17.4 µM] | . | . | -15%[13.1 µM] | . | .
CC(c1ccccc1C(O)(c1ccccc1)c1ccccc1)N(C)C (centres undefined) | -5%[10 µM] | -6% | -1% | -8% | 0% | -1% | -8%

Shown in CSV form: eleven of the compounds above
smiles,HTT ATP protect,aGlu spleen mod,Lamin A splicing,HTT aggregate,CBFb RUNX1 block,GAA glycogen mod,GAA inh
CCOc1cc(CNC2CCCC2)ccc1OCc1ccccc1Cl,-8%,3%,18%[46 µM],-7%,0%,-11%,-6%
S=C(NCCc1ccccc1)Nc1ccc(Br)cn1,?,5%,?,-1%,-4%,-10%,1%
COC(=O)C(CCSC)NC(=O)C12CC3CC(CC(C3)C1)C2 (centres undefined),3%,-12%,7%,-15%[9.22 µM],1%,7%,-5%
Cc1ccc(NC(=O)NC2=N/C(=C(/C#N)C(=O)N3CCCC3)c3ccccc32)cc1,-11%[10 µM],-6%,10%,0%,-24%,6%,-4%
CN1C(=O)C(O)(C2COC(C)(C)CC2=O)c2ccccc21 (centres undefined),-4%[10 µM],0%,3%,?,-7%,7%,-3%
Cc1ccc(Oc2c(C=O)c3ccccc3n2C)cc1,-18%,4%,8%[0.0737 µM],?,14%,5%,2%
CCCCC1OC23CCCCC2C(C#N)(C(=N)O3)C1(C#N)C#N (centres undefined),5%,13%,-1%,18%,-4%,-13%,?
N#C/C(=C\c1ccc(Cl)cc1)c1nc2ccccc2o1,-4%[10 µM],1%,-12%,?,-5%,-3%,3%
CCC(=O)Nc1ccc2c(c1)ncn2-c1ccc(OC)cc1,-17%[10 µM],-3%,2%,-2%,-4%,-5%,-1%
COC(=O)[C@@H]1CC[C@H](C)[C@@H](c2ccc(C)cc2)N1C(=O)c1ccc(/C=N\O[C@@H](C)c2cc(-c3c(C)cc(C)cc3C)no2)cc1,-16%[10 µM],2%[17.4 µM],.,.,-15%[13.1 µM],.,.
CC(c1ccccc1C(O)(c1ccccc1)c1ccccc1)N(C)C (centres undefined),-5%[10 µM],-6%,-1%,-8%,0%,-1%,-8%

(list continues)
SMILES | HTT ATP protect | aGlu spleen mod | Lamin A splicing | HTT aggregate | CBFb RUNX1 block | GAA glycogen mod | GAA inh
Nc1c2c(nc3sc4c(c13)CCCC4)-c1ccccc1CC2 | -29%[10 µM] | -3% | . | -1%[9.22 µM] | -2% | -2% | .
CCCC1=NCCn2cccc21 | 10% | 3% | 9% | 14% | 3% | 10% | 6%
CC(=O)N1CCC(N(CCCOC(C)C)C(=O)Nc2ccc(C)c(C)c2)CC1 | -19% | -5% | 10%[46 µM] | -2% | 3% | -18% | -3%
CCN=C1Cn2c(nc3scc(-c4ccccc4)c3c2=O)CN1CC | 31%[10 µM] | -2% | -8% | ? | 1% | 2% | 9%
COc1ccc(C(CNC(=O)c2ccc(C)c(S(=O)(=O)N3CCCCC3)c2)N(C)C)cc1OC (centres undefined) | -6% | 6% | -12%[46 µM] | 9% | 7% | 6% | 6%
Cc1cc(C)c2[nH]c(O)c(N=NC(=O)c3cc4c(s3)CCCC4)c2c1 | -29%[10 µM] | -2% | -6% | -7% | -5% | -5% | 2%
